Screening data (PubChem)
CFTR F508del cor – correctors of CFTR F508del function in bronchial epithelial cells; CFBE cells, YFP halide quenching; stimulated with forskolin plus potentiator P3; % fluorescence drop versus neutral controls; activity (quench increase), % at 7.58 µM; 350,000 tested, 0.36% active; AID 720511;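 active = mean added fluorescence quench of at least 8% versus neutral control, with both replicates also reaching 8%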;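 note: cells transiently co-express mutant CFTR-F508del with the halide-sensitive YFP; corrector assay measuring rescue of mutant channel to the surface after 24 h compound exposure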
GSIS activator – GLuc luminescence reporter in INS-1E cells, primary screen for activators of glucose-dependent secretion of insulin; INS-1E GLuc reporter insulin secretion, 2-3 h; AID 743287; activation, % at 16.6 µM; 370,000 tested, 0.61% active;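 active = lowest replicate activation of at least 40%, so every replicate reaches that level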;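 note: 0% = median of neutral control wells and 100% = median of IBMX positive control wells; some compounds called inactive have numbers as strong as hits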
esBAF inh – inhibitors of esBAF chromatin remodeling in mouse ES cells | 350,000 tested, 2% active | Bmi1-luciferase knock-in reporter, 24 h; 100% = twice the neutral-well signal | reporter increase, % at 12.5 µM; in the data active = activation above about 40%;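 note: 0% = median of the plate's neutral control wells and 100% = double that signal; a rise in the Bmi1 reporter signal indicates esBAF inhibition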
RAD54 inh – blocks human RAD54 Holliday junction branch migration; Q92698; FAM/BHQ fluorescence; inhibition, % at 10.4 µM; 360,000 tested, 0.14% active; AID 602329;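 active = mean normalized replicate activity at least 40 and at least half of replicates scoring 40 or more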;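 note: 0% = median of neutral control wells and 100% = median of positive control wells; inhibitors cause a drop in the FAM fluorescence signal; in these data hits start at about 50%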
XiGFP reactiv – reactivates the inactive X chromosome in mouse fibroblasts. XiGFP mouse fibroblasts, % GFP-positive cells imaging, 3 d; cells co-treated with 5-aza-dC sensitizer; scaled so ellipticine positive control = 100%. 360,000 tested, 0.055% active. activation, % at 7.58 µM. AID 743238;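 active = mean normalized replicate activation at least 10% and every replicate at or above 10%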;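 note: 0% = median of on-plate neutral control wells and 100% = ellipticine 6 µM median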
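System: 68-5-11 XiGFP fibroblast line | Buffer or medium: DMEM containing 5-aza-dC | Compound: Single point | Times: Compounds 3 days, fix/stain 15 min at room temperature | Benchmarks: Positive control ellipticine, 6 µM final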
RAD52 inh – blocks human RAD52 DNA annealing | recombinant RAD52 DNA annealing, FRET fluorescence | inhibition, % at 18.7 µM | 360,000 tested, 0.46% active | AID 651710;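 active = every replicate showing at least 50% inhibition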
Target sequence (P43351 whole entry, looked up): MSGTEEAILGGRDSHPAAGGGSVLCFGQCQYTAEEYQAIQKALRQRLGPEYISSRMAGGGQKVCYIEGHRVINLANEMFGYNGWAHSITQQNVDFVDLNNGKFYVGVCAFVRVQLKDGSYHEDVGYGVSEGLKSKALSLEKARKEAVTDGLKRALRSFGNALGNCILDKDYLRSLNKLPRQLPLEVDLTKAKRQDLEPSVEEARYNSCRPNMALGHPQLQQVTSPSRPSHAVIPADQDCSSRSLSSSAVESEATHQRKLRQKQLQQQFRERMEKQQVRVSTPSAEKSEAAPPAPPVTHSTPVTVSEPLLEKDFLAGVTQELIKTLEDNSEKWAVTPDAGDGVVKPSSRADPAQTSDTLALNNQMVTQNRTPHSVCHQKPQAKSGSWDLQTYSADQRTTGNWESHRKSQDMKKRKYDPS
ERAP1 inh – inhibitors of human ERAP1 aminopeptidase; inhibition, % at 10.7 µM; recombinant ERAP1, Leu-AMC fluorescence, 60 min; AID 652197; 340,000 tested, 0.15% active;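 active = mean replicate inhibition of at least 30%, or all replicates individually reaching that 30% level; inactive = mean below 30% and not every replicate reaching it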;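 note: 0% = neutral control wells and 100% = L-leucinethiol positive control wells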
ARNT TACC3 PPI – disrupts binding between human ARNT and TACC3; Q9Y6A5; AlphaScreen His-ARNT PAS-B/GST-TACC3 binding, luminescence; TACC3 fragment carries E629A point mutation; inhibition, % at 9.99 µM; 390,000 tested, 0.66% active; AID 623870;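 active = mean inhibition of replicates at least 50% and at least half of replicates each reaching 50%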;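 note: 0% = complete ARNT plus TACC3 wells and 100% = ARNT alone without TACC3; many hits fall short of the cut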
Numbers without * were called inactive; nt = no result given; & = joins results of further samples.

Every second line gives: ERAP1 inh	ARNT TACC3 PPI	esBAF inh	RAD52 inh	GSIS activator	CFTR F508del cor	XiGFP reactiv	RAD54 inh
COC(=O)[C@@]1(Cc2ccc(F)cc2)[C@H]2c3cc(C(=O)N(C)C)n(CCSCCO)c3C[C@H]2CN1C(=O)c1ccccc1
    4	nt	nt	1	-19	4.9	1.1	nt
COc1ccc(CCNC(=O)CN2C(=O)COc3ccc(S(=O)(=O)N4CCOCC4)cc32)c(OC)c1
    0	-10	0	-1	3	-0.9	0.1	2
COCc1ccc(CN2CCC(Oc3ccc(C(=O)NCc4ccccn4)cc3)CC2)o1
    0	nt	2	-6	2	-2.0	0.2	22
Cc1csc(CN(C)C(=O)C2CCC(=O)N(Cc3ccc(Cl)cc3)C2)n1 (configuration not stated)
    -4	1	-3	-5	10	0.6	0.1	-5
CC(C)CSc1n[nH]c(N)n1
    12	-6	nt	-3	2	nt	0.1	nt
Cc1ccc(S(=O)(=O)N2CCCCC2)cc1NC(=O)CCN1C(=O)C2CC=CCC2C1=O (configuration not stated)
    2	nt	2	-16	4	-4.1	0.2	4
CCOC(=O)c1c(C)[nH]c(C(=O)OCC(=O)NCc2ccc(C)cc2)c1C
    -3	14	-11	-15	2	-2.0	0.0	0
O=C(CCNS(=O)(=O)c1ccccc1F)N1CCN(S(=O)(=O)c2cccc(F)c2)CC1
    2	-2	1	-6	0	2.1	0.0	-6
CCOC(=O)Cc1csc(NC(=O)COc2ccc3c(c2)CCC3)n1
    1	-4	-5	-6	0	-0.1	0.1	-21
CO[C@@H]1CN(C)C(=O)c2ccc(NC(=O)Cc3ccccc3)cc2OC[C@H](C)N(CC2CC2)C[C@@H]1C
    -1	-9	3	11	-8	-2.9	-0.1	-2
COc1ccc(NC2CCCN(C(=O)CCN3CCCC3=O)C2)cc1 (configuration not stated)
    -1	-6	7	-14	3	-1.7	0.4	6
CN1c2ccc(Br)cc2[C@@H]2[C@@H](CCN2C(=O)Nc2ccccc2F)[C@@H]1CO
    1	-12	19	-8	-5	1.2	0.3	5
CCCNC(=O)N1CC(=O)N2[C@H](CO)[C@H](c3ccc(C#Cc4ccc(F)cc4)cc3)[C@@H]2C1
    0	nt	nt	0	10	2.3	0.0	nt
C[C@@H]1CN([C@H](C)CO)C(=O)c2cccc(NC(=O)Nc3ccc(C(F)(F)F)cc3)c2O[C@H]1CN(C)S(=O)(=O)c1ccc(F)cc1
    0	8	-5	-9	-6	1.4	-0.8	-2
Cc1ccc(S(=O)(=O)N(C)C[C@@H]2Oc3ccc(NS(=O)(=O)c4cccs4)cc3C(=O)N([C@H](C)CO)C[C@H]2C)cc1
    nt	-6	1	-10	-8	0.8	0.1	-2
Cc1nnc(SCC(=O)NC2CC2)n1-c1ccccc1
    -2	-10	0	-1	2	1.1	-0.1	-10
CCOC(=O)c1c(-c2ccc(C)cc2)csc1/N=C(\C)C1=C(O)c2ccccc2C1=O
    -2	-1	nt	-5	nt	-0.6	1.0	5
Nc1ncnc(NCc2ccccc2)c1[N+](=O)[O-]
    2	nt	nt	-18	2	4.5	0.0	nt
COc1ccc(N2CCN(C(=O)c3ccc(CS(=O)Cc4ccc(C)cc4)o3)CC2)cc1 (configuration not stated)
    -2	0	0	-6	3	-0.5	0.4	11
C[C@@H]1CCCCO[C@@H](CN(C)Cc2ccc3c(c2)OCO3)[C@@H](C)CN([C@@H](C)CO)C(=O)c2cc(NC(=O)Nc3ccc4c(c3)OCO4)ccc2O1
    -2	12	10	55*	-37	0.7	0.0	7

New compounds follow.
Every second line gives: ERAP1 inh	ARNT TACC3 PPI	esBAF inh	RAD52 inh	GSIS activator	CFTR F508del cor	XiGFP reactiv	RAD54 inh
COc1ccc(CNc2ccc(N3CCOCC3)cc2)cc1
    -6	14	19	-1	-10	-1.5	0.0	4
CC(NS(=O)(=O)c1ccc(Cl)c(Cl)c1)C(=O)OCC(=O)Nc1ccc2c(c1)OCO2 (configuration not stated)
    2	1	-1	-39	-35	0.6	-0.2	3
C#CCCOC(=O)Nc1ccccc1
    -2	-21	36	0	23	-1.7	0.0	2
CCOc1cc(N2CCOCC2)c(OCC)cc1NC(=O)CSc1ncccc1C(=O)O
    0	2	3	-6	-13	5.0	0.1	-12
COc1ccccc1C(=O)N1CCN(Cc2cccnc2)CC1
    -1	-2	3	2	6	-3.4	0.1	9
COc1ccc(CN2CCN(Cc3ccccc3F)CC2)c(OC)c1
    4	-16	-2	-5	10	1.1	0.4	7
Cc1cccc(S(=O)(=O)N2CCCCN3[C@H](CO)[C@@H](c4ccc(C#CC(C)C)cc4)[C@@H]3C2)c1
    4	-36	nt	12	-4	-2.5	0.0	5
O=C(O)CN1C(=O)C2C3CC(C2C1=O)C1C(c2ccc(Cl)cc2)c2sc(=O)[nH]c2SC31 (configuration not stated)
    18	5	nt	-10	-6	0.8	0.2	nt
Cc1cc(Br)ccc1OCCCCN1CCCCC1
    -3	-6	nt	0	27	nt	0.1	-11
C[C@@H]1CN([C@@H](C)CO)C(=O)c2cc(Br)cnc2O[C@@H]1CN(C)C(=O)c1ccccc1F
    1	-12	-4	4	11	0.1	0.8	-18
O=C(NC1CC1)c1sc2ccccc2c1Cl
    2	-6	47*	-2	-2	0.3	0.0	2
CN1CCN(S(=O)(=O)Cc2ccccc2Cl)CC1
    1	-11	0	8	5	1.6	-0.1	-2
CCOc1ccccc1NC(=O)CCS(=O)(=O)c1ccc(Br)cc1
    -5	2	-3	-24	-6	0.7	0.3	0
CC(=O)N1CCN(C(=O)CCC(=O)O)CC1
    nt	-20	-5	-3	21	2.1	-0.2	nt
CCN(c1ccccc1)S(=O)(=O)c1ccc(NN)nc1
    2	13	-5	-36	7	-1.8	0.2	-1
C=CCNC(=O)c1ccccc1NC(=O)c1ccc(Cl)c(S(=O)(=O)Nc2cccc(C)c2C)c1
    1	1	nt	-10	-5	4.3	0.8	10
COc1ccccc1NC(=O)Nc1ccc(Cc2ccncc2)cc1
    0	3	8	4	nt	1.8	0.1	nt
Cn1cc(-c2coc3c(C(=O)Nc4ccccc4)cccc23)cn1
    -3	nt	8	0	10	0.0	0.0	-7
C[C@H](CO)N1C[C@H](C)[C@H](CN(C)C(=O)Nc2ccc(F)cc2)Oc2c(NC(=O)c3ccc(-c4nccs4)cc3)cccc2C1=O
    nt	3	7	nt	-12&-30	-2.4	-0.3&0.1	-1
CC(=O)Nc1ccc(N2CCCC(C)C2)c([N+](=O)[O-])c1 (configuration not stated)
    2	nt	nt	-3	-7	-2.3	0.0	nt

Part of the list above, limited to esBAF inh, CFTR F508del cor and RAD54 inh:
SMILES | esBAF inh | CFTR F508del cor | RAD54 inh
CCOc1ccccc1NC(=O)CCS(=O)(=O)c1ccc(Br)cc1 | -3 | 0.7 | 0
CC(NS(=O)(=O)c1ccc(Cl)c(Cl)c1)C(=O)OCC(=O)Nc1ccc2c(c1)OCO2 (configuration not stated) | -1 | 0.6 | 3

Carrying on:
Every second line gives: ERAP1 inh	ARNT TACC3 PPI	esBAF inh	RAD52 inh	GSIS activator	CFTR F508del cor	XiGFP reactiv	RAD54 inh
O=C(CCS(=O)(=O)c1ccccc1)Nc1nncs1
    -3	-1	1	-10	21	2.3	0.1	2
O=S(=O)(c1ccc(-c2ccon2)s1)N1CCN(c2ccccn2)CC1
    0	-4	nt	-16	8	0.7	0.1	nt
Cc1ccc(S(=O)(=O)Nc2ccc3c(c2)C(=O)N([C@@H](C)CO)C[C@@H](C)[C@H](CN(C)Cc2ccc(Cl)c(Cl)c2)O3)cc1
    -4	-1	7	-22	-7	3.5	-1.0	8
CC(C)C(OC(=O)CCCC(=O)Nc1nccs1)C(=O)NC1CCCCC1 (configuration not stated)
    -3	-14	nt	-8	10	0.6	-0.1	nt
CC(C)(C)OC(=O)C1=C(CO)CS[C@@H]2[C@H](NC(=O)Cc3ccccc3)C(=O)N12
    nt	-3	-6	-17	-3	1.1	0.0	-11
O=C(Nc1ccsc1C(=O)N1CCCCCC1)c1ccccc1
    -2	-10	-1	-15	17	nt	nt	-7
C/C(=N\NC(=O)c1nnn(-c2nonc2N)c1-c1cccs1)c1ccc(C)cc1
    -4	-1	-4	20	4	-1.0	0.0	3
NC(=O)CSc1cn(CCNC(=O)c2cccs2)c2ccccc12
    5	-5	-1	-1	6	-1.6	1.0	5
C[C@H](CO)N1C[C@H](C)[C@@H](CN(C)Cc2ccc(C(F)(F)F)cc2)Oc2c(NC(=O)c3ccc(-c4nccs4)cc3)cccc2C1=O
    1	16	7	3	5	-0.7	0.3	5
COc1ccc(C(=O)Nc2ccncc2)cc1[N+](=O)[O-]
    -2	0	-7	-16	24	2.1	0.4	11
CCOCCn1c(=O)c2c(nc3n2CCCN3Cc2ccccc2)n(C)c1=O
    10	-1	5	-9	7	0.0	0.0	-5
C[C@H](CO)N1C[C@H](C)[C@@H](CN(C)S(=O)(=O)c2cn(C)cn2)Oc2ccc(NS(=O)(=O)c3ccccc3)cc2C1=O
    0&1	1	10	6&-9	6	-1.7&-3.6	-0.2&-0.1	-3
CC(=O)c1sc(C(=O)O)c(-c2ccco2)c1-c1ccco1
    5	29	-6	-2	nt	0.6	0.0	nt
Cc1ccc(C)c(N2CCN(C(=O)CNS(=O)(=O)c3cccs3)CC2)c1
    -5	-10	8	-31	6	0.9	nt	-6
O=c1c2ccccc2ncn1Cc1ccc2c(c1)OCO2
    2	5	0	3	nt	2.2	0.1	3
CN(C)CCN1CCN(C(c2ccnc3ccccc23)c2nnnn2-c2ccc3c(c2)OCCO3)CC1 (configuration not stated)
    -2	nt	nt	-16	24	-3.5	0.0	nt
C=C(C)CNC(=S)Nc1nc2c(cc1C(=O)OCC)CCCC2
    0	nt	62*	-9	20	nt	0.0	-3
C/C=C/c1ccc(OCCSc2nc(C)cc(=O)[nH]2)c(OC)c1
    nt	7	12	nt	8	nt	nt	-6
Cc1cc(C)nc(SCC(=O)N(C)CC(=O)Nc2ccccc2Br)n1
    -3	-7	-1	-6	37	0.2	0.1	0
O=C(O)Cc1ccc(NC(=O)c2cnccn2)cc1
    1	nt	-18	-10	8	-3.1	0.0	-7
O=C(c1cc(Cl)ccc1Cl)N1CCN(Cc2ccccc2)CC1
    -3	-1	0	-19	-6	2.5	0.0	4
Cc1cc(C)cc(-n2c(C)cc(/C=N/NC(=O)c3ccncc3)c2C)c1
    0	15	2	-8	4	-2.2	0.0	1
